# From PubChem BioAssay
# NPYLR7 ag: activates Aedes aegypti NPYLR7 receptor. activation, % at 10 µM. hit rate 0.15% among 270,000. HEK293T NPYLR7/Galpha15, GCaMP6s calcium fluorescence; in the data active = activation above about 40%;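 note: 0% = vehicle and 100% = reference agonist at the receptor; some compounds past the cut are filed as inactive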
# mcGAS lum: mouse cGAS inhibition by luminescence. Q8C6L5. recombinant cGAS, Kinase-Glo ATP depletion luminescence. inhibition, % at 12.5 µM. hit rate 0.15% among 160,000;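 note: 0% = negative control wells and 100% = reference inhibitor with no enzyme activity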
# hcGAS inh: blocks human cGAS activity; Q8N884; inhibition, % at 12.5 µM; recombinant h-cGAS, ATP depletion, Kinase-Glo luminescence; AID 1259398; hit rate 0.081% among 290,000;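 note: 0% = vehicle reaction and 100% = reaction without DNA for no activity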
# Target sequence (Q8N884 whole entry, looked up): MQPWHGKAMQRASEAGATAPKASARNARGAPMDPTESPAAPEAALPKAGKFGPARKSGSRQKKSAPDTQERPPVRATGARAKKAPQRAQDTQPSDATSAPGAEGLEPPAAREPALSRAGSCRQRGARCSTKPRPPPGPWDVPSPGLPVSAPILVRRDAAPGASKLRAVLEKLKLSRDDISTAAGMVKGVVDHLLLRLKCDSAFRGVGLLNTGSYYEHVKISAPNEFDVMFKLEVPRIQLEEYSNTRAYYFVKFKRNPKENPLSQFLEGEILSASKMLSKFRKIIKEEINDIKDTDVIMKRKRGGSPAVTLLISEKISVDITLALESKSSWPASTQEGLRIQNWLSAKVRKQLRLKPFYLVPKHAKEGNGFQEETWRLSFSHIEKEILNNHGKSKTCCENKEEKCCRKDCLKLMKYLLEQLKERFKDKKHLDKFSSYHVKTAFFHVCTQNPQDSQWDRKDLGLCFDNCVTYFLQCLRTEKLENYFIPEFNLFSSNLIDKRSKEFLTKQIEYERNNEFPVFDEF
# The depositor's hits bear a star; / = no result given; & = joins results of further samples. Cut-off read from the data, not from the text of the source, unless noted: active = inhibition above about 40%; inactive = the rest. Outcome played no part in choosing rows; 0.27% or so of the library scored in one or more.
SMILES | NPYLR7 ag | mcGAS lum | hcGAS inh
Cc1cc(OCC(=O)NC(Cc2ccc(F)cc2)C(C)C)no1 (stereo not given) | -1.6 | -8.0 | -1.4
O=C(c1ccc(C2SCCCS2)cc1)N1CCOC2CCCCC21 (stereo not given) | 3.6 | / | -9.6
Cc1ccc(S(=O)(=O)NC(=O)C2(C)CCN2C(=O)Cc2ccccc2)nc1 (stereo not given) | 0.7 | / | -6.6
Cc1ncc(-c2ccc(C)c3ncccc23)[nH]1 | 1.3 | -16.7 | -2.7
COc1cc(CCNC(=O)NC2CCCCC2C)ccc1OC(F)F (stereo not given) | -2.9 | / | 0.0
CCOC(=O)c1c(N)sc(C(=O)N(CC)CC)c1C | -6.2 | / | -7.0
COc1ccc(C(=O)N(CC(=O)N(Cc2cccn2Cc2ccc(Br)cc2)C2CCCCC2)CC(C)C)c(OC)c1 | 20.3 | -5.9 | -3.6
Cc1ccc(C)c(Cc2c(C)nc(-c3ccccc3)nc2N2CCN(C(=O)N(C)C)CC2)c1 | 4.7 | -5.0 | -3.0
CC(C)C(C)OC1CC(=O)CC2C(=O)c3c(O)ccc(O)c3C(=O)C12 (stereo not given) | 8.9 | / | 7.8
OC1CCN(CCNc2nccc(CCC(F)(F)F)n2)CC1 | -5.2 | / | -0.5
CN1CCN2CCN(C(=O)c3ccc4c(c3)N(C)C(=O)CO4)CC2C1=O (stereo not given) | 8.0 | / | -7.3
CC1CCC(N2CC(C(=O)N3CCc4c(nnn4C)C3)CC2=O)CC1 (stereo not given) | 6.5 | / | -4.8
NC(=O)Cn1cnc2sc3c(c2c1=O)CCCC3 | 13.5 | / | -9.3
Cc1onc(C(=O)NC(c2ccncc2)c2ccc(Cl)cc2)c1CO (stereo not given) | -4.1 | / | -6.3
COc1ccc(Cl)cc1NC(=O)CCC1CCCN(C(=O)Cc2c(C)noc2C)C1 (stereo not given) | 11.9 | / | -12.3
CCc1nccn1CCC(=O)N1C[C@H]2CC=C(C)C[C@H]2C1 | -7.7 | / | 1.1
Cc1cc(C(=O)N2CCC2(C)C(=O)NCc2cccc3ccccc23)nn1C (stereo not given) | -0.4 | / | -10.2
Cc1ccc(S(=O)(=O)NCCn2nc(-c3ccccc3)ccc2=O)cc1C | 1.5 | -8.2 | -4.1
COc1ccc(Nc2nc(NCCCO)nc3[nH]ncc23)cc1 | 1.5 | / | -11.6
Cc1cccc(/C=C2/C(=N)N3N=C(c4ccccc4)SC3=NC2=O)c1 | 0.7 | / | 9.4
Cc1cc(C2=NNC(=Cn3cnc4c3c(=O)n(C)c(=O)n4C)O2)c(C)o1 | 4.4 | / | 0.0
Cc1c(NC(=S)NC(=O)c2cccc([N+](=O)[O-])c2)c(=O)n(-c2ccccc2)n1C | 8.3 | -7.1 | -7.1
CC(C)(C)n1ncc(N2CCN(C(=O)c3ccc(F)cc3Cl)CC2)c(Cl)c1=O | -0.9 | / | -3.3
CCNC(=O)Nc1ccc(N(C)C)c(CN(Cc2ccco2)C(=O)c2ccc(OC)cc2)c1 | 26.6 | -4.7 | -7.8
CCc1nc(NCCN2CCCC2)c2ccccc2n1 | -1.1 | 3.0 | 10.9
O=C(c1scc2c1OCCO2)N1CCCCC1CN1CCOCC1 (stereo not given) | / | 1.4 | 5.6
NC(=O)COc1ccc(C(=O)N2CCCC2CCc2ccccc2)cc1 (stereo not given) | 5.3 | -15.1 | -3.8
C=CCCC(O)CN(Cc1ccc(F)cc1)Cc1ccc(OC)c(OC)c1 (stereo not given) | 21.6 | -4.2 | -3.3
NS(=O)(=O)c1ccc(CNC2CC(=O)N(c3ccccc3F)C2=O)cc1 (stereo not given) | 2.3 | / | -3.2
O=C(Nc1cccc(-c2nc3ccccc3c(=O)o2)c1)c1ccc([N+](=O)[O-])cc1 | 4.2 | -7.3 | -11.3
COc1ccc(C(=O)N2C(=S)C(c3ccccc3)=NC23CCCC3)cc1OC | -0.7 | -6.2 | -2.9
COc1ccccc1-n1cc(CN2CCN(Cc3cccs3)C(CCO)C2)cn1 (stereo not given) | 2.9 | -9.4 | -10.2
O=C(c1ccccc1)c1ccc2c(c1)N=C1CCCC(=O)C1C(c1ccc(O)cc1)N2 (stereo not given) | -1.7 | -4.4 | -2.5
COc1cn2c(cc1=O)C(=O)N(CCNC(=O)CC(C)(C)C)CC2 | 17.9 | / | -4.4
O=c1c2ccccc2nnn1Cc1c(F)cccc1Cl | 3.1 | / | -1.0
COc1coc(C(=O)Nc2cccc(Cl)c2C)cc1=O | 8.4 | / | -11.3
CC(=O)N1CCC(NC(=O)c2ccc(Oc3ccccc3)cc2)CC1 | -8.2 | / | -9.1
Cn1cc(CN2CC3C[C@@H]4CC2C[C@H](C3)C4)c(-c2ccc3c(c2)OCCO3)n1 | 6.2 | / | -8.9
COc1ccc(OC)c(-c2cccc(-c3cccc(NC(=O)C(F)(F)C(F)(F)C(F)(F)F)c3)n2)c1 | -3.5 | -7.9 | -8.2
COc1ccc([C@H](C)NC(=O)c2c(C)noc2-c2ccco2)cc1 | 4.3 | -6.0 | -11.0
CCOC(=O)CN(C(=O)c1cccs1)[C@H]1[C@H](OC)[C@@H]2O[C@H]1c1ccccc12 | 14.3 | -8.5 | -4.1
O=C(c1cnn(-c2ccccc2)c1)N1CCCC(CO)(CCCc2ccccc2)C1 (stereo not given) | 16.9 | / | -5.4
O=S1(=O)CCN2C=C(Cc3ccc(Cl)cc3)SC2=N1 | -2.3&-4.2 | / | -6.7&-7.7
Cc1ccc(C)c(C2c3cccn3CCCN2Cc2ccncc2)c1 (stereo not given) | 9.2 | -3.9 | -4.7
C=C1c2ccccc2NC(=O)N1Cc1cccc(OC)c1 | 1.7 | / | -2.1
Cc1cc(C)cc(NC(=O)NCC2CCN(Cc3cnn(C)c3)C2)c1 (stereo not given) | -1.3 | / | 2.0
CN1CCCN(C(=O)C2[C@H]3CN(CC4C[C@H]5C=C[C@@H]4C5)C[C@@H]23)CC1 (stereo not given in full) | / | -6.0 | -17.6
Cc1ccccc1C(c1ncccc1C)N(C)C(=O)C1CCN(CCc2ccc3c(c2)OCO3)CC1 (stereo not given) | 15.7 | -3.7 | -3.1

# Reprinted from the part before: 6 entries, followed by the next part.
SMILES | NPYLR7 ag | mcGAS lum | hcGAS inh
O=S1(=O)CCN2C=C(Cc3ccc(Cl)cc3)SC2=N1 | -2.3&-4.2 | / | -6.7&-7.7
Cc1ccc(C)c(C2c3cccn3CCCN2Cc2ccncc2)c1 (stereo not given) | 9.2 | -3.9 | -4.7
C=C1c2ccccc2NC(=O)N1Cc1cccc(OC)c1 | 1.7 | / | -2.1
Cc1cc(C)cc(NC(=O)NCC2CCN(Cc3cnn(C)c3)C2)c1 (stereo not given) | -1.3 | / | 2.0
CN1CCCN(C(=O)C2[C@H]3CN(CC4C[C@H]5C=C[C@@H]4C5)C[C@@H]23)CC1 (stereo not given in full) | / | -6.0 | -17.6
Cc1ccccc1C(c1ncccc1C)N(C)C(=O)C1CCN(CCc2ccc3c(c2)OCO3)CC1 (stereo not given) | 15.7 | -3.7 | -3.1
CCCn1c(=O)n(C2CCCCC2)c(=O)c2c3c(sc21)COC(C)(C)C3 | / | -5.2 | -8.7
Cc1cc(C)n(-c2ccc(C(=O)N[C@@H]3C[C@@H]4C[C@H]([C@H]3C)C4(C)C)cc2)n1 | -20.0 | -2.1 | -5.6
Cc1n[nH]c(C)c1Sc1ccccc1NC(=O)c1nccn1C | 9.7 | / | -3.8
COc1cc(CNC(=O)c2c(C)noc2-c2ccncc2)cc(OC)c1 | 2.4 | -4.6 | -7.5
COCCN1CCCC(O)(CN2CCC(Oc3cccnc3)CC2)C1=O (stereo not given) | 12.1 | -12.2 | -6.0
N#Cc1cc2c(=O)n3ccccc3nc2n(-c2nccs2)c1=O | 6.0 | -4.6 | -7.0
Brc1ccc2nc(CSc3nnc4c(n3)[nH]c3ccccc34)cn2c1 | 13.2 | -1.2 | 2.3
Cc1nn(C)c(C)c1CCC(=O)NCC(C)c1ccsc1 (stereo not given) | -0.9 | / | -4.6
Cc1cccc(NC(=O)CNC(=O)CN2CCCC2c2cccs2)c1C (stereo not given) | -2.2 | / | -13.4
Cc1ccc(COC2C[C@](OCc3ccc(F)cc3)(C(=O)NCCN3CCCC3)C[C@H]3OC(C)(C)O[C@@H]23)cc1 (stereo not given in full) | 8.9 | -5.5 | -4.5
CC(=O)Nc1cccc(C(=O)N(C)Cc2ccc(C)cc2)c1 | 4.1 | -5.6 | -10.1
COC(=O)C1=C(C)NC(=O)NC1c1ccc(Cl)cc1 (stereo not given) | 1.5 | -4.0 | -6.6
Cc1cccc(OCC(=O)Nc2cc(C)nn2-c2nc3c(cnn3-c3cccc(C)c3C)c(=O)[nH]2)c1 | / | -8.1 | -11.4
C=CCNS(=O)(=O)c1ccc(Cl)c(C(F)(F)F)c1 | 0.9 | / | 1.1
OC(c1ccccc1)c1ncc[nH]1 (stereo not given) | 3.1 | / | -7.9
Cc1cccn2c(=O)cc(CSc3nnnn3C3CC3)nc12 | 0.4 | / | 7.2
O=C1C(C(c2ccccc2Cl)N2CCC3(CC2)OCCO3)Sc2nc(-c3ccco3)nn21 (stereo not given) | -2.3 | -5.9 | -4.9
CC1(C)OC(/C=C/c2ccc(O)c(O)c2)=CC(c2ccccc2)=[O+]1 | 12.9 | / | -10.1
CN(C)S(=O)(=O)c1ccc(C(=O)NCc2nnnn2-c2ccc(Cl)cc2)cc1 | 0.6 | -7.7 | -4.9
Cc1cc(Br)cc2c(N=NC(=O)c3ccccc3O)c(O)[nH]c12 | -1.1 | -5.7 | -5.6
Cc1ccccc1-n1ncc2c(C)nn(Cc3cccc(F)c3)c(=O)c21 | -5.5 | / | -2.0
O=C(Nc1ccc2nc([C@@H]3O[C@H](CO)[C@@H](O)[C@H]3O)[nH]c2c1)Nc1ccccc1C(F)(F)F | 1.1 | -4.3 | -2.6
Cc1cc(CNC(=O)CN2CCOC2=O)c2[nH]c(-c3ccccc3)c(C)c2c1 | 14.3 | -14.9 | -5.9
COc1ccc(CCNC(=O)c2ccccc2N2CCC(NC(=O)COc3ccccc3)CC2)cc1 | -9.8 | 4.5 | 3.6
Cc1nnsc1C(=O)Nc1nn(C)c2c1CC(C)C(=O)N2 (stereo not given) | -15.1 | -8.3 | -1.8
COc1ccc(Cl)c2sc(N(CCCN(C)C)C(=O)c3ccc([N+](=O)[O-])o3)nc12 | 12.9 | / | -4.3
Cc1ccc(Oc2ccc3c(C4CC4)noc3n2)cc1F | 21.6 | -7.8 | -4.7
C#CCn1c(=NC(=O)c2ccn(CC)n2)sc2cc(S(N)(=O)=O)ccc21 | -2.1 | / | 1.6
CSc1nc(CN(C)Cc2cccc(Cl)c2Cl)cc(=O)[nH]1 | 5.0 | / | -3.0
COc1cccc(-c2cc(C(=O)N3CC[C@H](O)[C@@H](O)C3)[nH]n2)c1 | 4.3 | -13.5 | -11.4
Cc1nc(CNCc2ccc(OC34CCCN(CC3)C4)cc2)n[nH]1 (stereo not given) | 9.8 | / | -8.3
CC(=O)Nc1ccc(NCc2cnn(C)c2)c(C(F)(F)F)c1 | 0.6 | / | -6.2
CCCNC(=O)C1CCC(Cn2c(=O)c3sccc3n(Cc3cccc(C)c3)c2=O)CC1 (stereo not given) | 8.9 | -6.3 | -3.5
CC(Oc1ccc(C#N)cc1)C(=O)Nc1ccc2c(c1)OCCO2 (stereo not given) | 1.2 | / | -0.1
S=C(NCc1ccc2c(c1)OCO2)N1CCN(c2ncnc3c2oc2ccccc23)CC1 | -4.3 | -9.1 | -9.0
CSC(C)C(=O)N1CCN(C(=O)c2ccc(Cl)cc2F)CC1 (stereo not given) | 7.9 | / | -9.1
COC(=O)C1=C(C)NC2=C(C(=O)CC(c3ccc(Cl)cc3)C2)C1c1ccc(C)cc1 (stereo not given) | -2.8 | -5.6 | -2.6
Cc1nc(C)n(CCNc2nccc(CCC(F)(F)F)n2)n1 | -1.0 | / | -2.1
COc1ccccc1-n1c(N)c(S(=O)(=O)c2ccc(F)cc2)c2nc3ccccc3nc21 | 12.8 | / | 0.2
COc1ccc(-c2cc(-c3cccs3)c(C#N)c(=O)[nH]2)cc1 | 0.3 | / | -4.3
CCn1ncc(CN(C)Cc2cnc3c(-c4ccccc4)cnn3c2)c1C | 4.2 | -8.6 | -6.7
Cc1nsc(NC(=O)N2CCCN(c3ccncc3C)CC2)n1 | 0.1 | -11.8 | -11.1
Cc1ccccc1N1CCN(C(=O)CC2C(=O)NCCN2Cc2cccc(F)c2F)CC1 (stereo not given) | 8.0 | / | -0.8
CC1(C(=O)O)CCN1C(=O)c1cc(F)cc(F)c1 (stereo not given) | 2.5 | / | -17.6
Cc1ccsc1C=C(C#N)c1nc(C2CC2)cs1 | -2.7 | -4.2 | -4.5
CNC(=O)c1cc2c(cn1)[nH]c1ccccc12 | 0.0 | 4.8 | 0.0
COCCN1CCN(C(=O)c2cnn(-c3cccc(Cl)c3Cl)c2N)CC1 | 0.8 | / | -9.7
CN(CCCC(=O)Nc1ccncc1)S(=O)(=O)c1ccc2c(c1)C(=O)c1ccccc1C2=O | 6.6 | / | -3.6
CN1C(=O)c2cc(NS(=O)(=O)CCc3ccccc3)ccc2Oc2ccccc21 | 5.8 | / | -1.6
O=C(N[C@@H]1CCCCC1NC(=O)C1CCN(C(=O)CSc2ccccc2)CC1)c1ccccc1 (stereo not given in full) | -1.5 | -4.5 | -3.9
O=c1c2ccsc2ncn1CCS(=O)(=O)NCc1ccco1 | 9.4 | / | -1.1
C1=CC[C@H]2CN(c3ncnc4sccc34)C[C@H]2C1 | 6.2 | / | -4.9

# Compounds listed so far with a nitro group on carbon (three):
SMILES | NPYLR7 ag | mcGAS lum | hcGAS inh
Cc1c(NC(=S)NC(=O)c2cccc([N+](=O)[O-])c2)c(=O)n(-c2ccccc2)n1C | 8.3 | -7.1 | -7.1
O=C(Nc1cccc(-c2nc3ccccc3c(=O)o2)c1)c1ccc([N+](=O)[O-])cc1 | 4.2 | -7.3 | -11.3
COc1ccc(Cl)c2sc(N(CCCN(C)C)C(=O)c3ccc([N+](=O)[O-])o3)nc12 | 12.9 | / | -4.3
